High-throughput results from PubChem BioAssay.
12-LOX inh = blocks human arachidonate 12S-lipoxygenase; Potency, µM (highest dose often 108 µM), inactives show at the highest dose activity change, negative = inhibition, most hits filed as inhibitors; actives 1.1% (n = 580,000); purified 12hLO, xylenol orange hydroperoxide absorbance; note: potency is the fitted concentration of half-maximal effect; % is set by controls: 0 for no effect and ±100 for the full control effect
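Purified human 12hLO (150 nM final) in 25 mM Hepes, 0.01% Triton X-100, pH 7.0 was preincubated 15 min at room temperature with compound. Then 40 uM arachidonic acid was added, 30 min. Hydroperoxide was read by Fe-XO absorbance ratio 573/405 nm.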
PI4K2A inh = blocks human PI4K2A kinase activity. activity change, negative = inhibition, % at 76.9 µM. Q9BTU6. actives 0.13% (n = 420,000). purified PI4K2A, ADP-Glo luminescence, 1 h; stronger effect = lower value; in the data active = activity change below about -50%; inconclusive = mostly about -30% to -49%;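 note: -100% = wells without enzyme as full effect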
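Compounds are screened against recombinant PI4K2A using PI as substrate and ATP, the latter dispensed at 300 microM. Reactions run one hour at ambient temperature before ADP-Glo detection; full inhibition defined by wells lacking enzyme.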
G9a block = blocks human histone lysine methyltransferase G9a | Q96KQ7 | G9a H3K9 monomethylation, AlphaScreen, 2 h | Potency, µM (doses to about 102 µM), without a hit: at the top dose activity, negative = inhibition, most hits filed as inhibitors | actives 8.8% (n = 350,000) | AID 504332; note: potency is the fitted concentration of half-maximal effect; % is set by controls: 0 for no effect and ±100 for the full control effect; nearly all actives have a fitted effect of over 75% in size
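AlphaScreen read-out: biotin-H3K9 peptide (500 nM) methylation by 20 nM enzyme with 20 uM SAM, 2 h at room temperature after 15 min compound preincubation; anti-monomethyl H3K9 antibody plus donor/acceptor beads, 10 min dark.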
RGS4 inhibitor = inhibitors of human regulator of G protein signaling 4; P49798; Transcreener GDP fluorescence polarization, RGS4-accelerated GTP hydrolysis; Potency, µM (titrated, usually from 114 µM), for inactives: at the top dose activity change, negative = inhibition, hits mostly inhibitors; actives 0.039% (n = 390,000); AID 504845; note: potency is the fitted concentration of half-maximal effect; % is set by controls: 0 for no effect and ±100 for the full control effect; nearly all actives have a fitted effect of over 75% in size; some results filed as inactive show a strong effect at the top dose
Target sequence (P49798 whole entry, looked up): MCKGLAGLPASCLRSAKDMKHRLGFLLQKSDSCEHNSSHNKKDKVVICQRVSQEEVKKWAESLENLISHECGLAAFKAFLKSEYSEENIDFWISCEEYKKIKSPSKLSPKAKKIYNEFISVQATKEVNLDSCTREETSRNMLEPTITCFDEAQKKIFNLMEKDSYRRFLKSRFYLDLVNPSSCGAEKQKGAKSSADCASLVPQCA
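MLSMR compounds (23 nl, pin-transferred) preincubated 10 min at room temperature with a 500nM (2x) first reagent, then RGS4 at 900nM (2x) plus Transcreener GDP mix added; fluorescence polarization (620/688 nm) read before and after 90 min at 30 °C.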
ERG-DNA inh = inhibitors of human ERG Ets domain-DNA interaction. Potency, µM (doses to about 76.9 µM), inactives show at the top dose FP activity, negative = inhibition, hits mostly inhibitors. AID 624246. fluorescence polarization, His-ERG Ets domain / labelled DNA. actives 0.028% (n = 370,000). P11308; active = well fitted inhibition curve with a large enough effect in the polarisation, with a control signal flat; inconclusive = small, poorly fitted or top-dose-only effect, or effect the other way, or a change in a side signal; inactive = no such curve, though single readings can be large or run the other way; the % refers to the polarisation;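 note: polarization taken with two DNA probes labelled with fluorescein and Texas red; potency is the fitted concentration of half-maximal effect; % of control where 0% means no effect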
Target sequence (P11308 whole entry, looked up, the tested form may be a part): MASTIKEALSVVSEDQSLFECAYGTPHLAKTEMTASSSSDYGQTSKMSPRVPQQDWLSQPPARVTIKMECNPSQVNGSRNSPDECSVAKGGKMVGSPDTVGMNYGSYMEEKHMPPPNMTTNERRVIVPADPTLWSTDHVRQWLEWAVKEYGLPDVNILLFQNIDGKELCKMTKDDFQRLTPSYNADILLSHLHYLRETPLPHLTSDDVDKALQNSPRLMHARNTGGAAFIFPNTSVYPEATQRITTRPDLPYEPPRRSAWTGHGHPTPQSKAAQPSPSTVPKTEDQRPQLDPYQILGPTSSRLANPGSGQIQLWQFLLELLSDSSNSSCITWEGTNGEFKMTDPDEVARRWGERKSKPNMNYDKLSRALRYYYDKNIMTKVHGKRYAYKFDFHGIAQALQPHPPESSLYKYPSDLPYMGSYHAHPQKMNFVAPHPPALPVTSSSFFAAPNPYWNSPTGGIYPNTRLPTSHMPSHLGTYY
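His-tagged ERG Ets domain (1 uM in the protein solution; 300mM KCl, 50mM Tris-HCl, 1mM EDTA, 1mM DTT, pH 7.5) received compound, then a probe mix of 5 nM fluorescein-DNA and 100nM Texas-615-DNA. Fluorescence polarization was read for both dyes.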
JMJD2A Tudor = JMJD2A Tudor domain (human) inhibition; AID 504339; O75164; Potency, µM (highest dose often 114 µM), inactives show at the highest dose activity change, negative = inhibition, actives largely listed as inhibitors; actives 4.4% (n = 390,000); AlphaScreen JMJD2A-Tudor / H3K4me3 peptide binding; note: potency is the fitted concentration of half-maximal effect; % is set by controls: 0 for no effect and ±100 for the full control effect; nearly all actives have a fitted effect of over 50% in size
GLS inh = inhibitors of human glutaminase (GLS); O94925; Potency, µM (series often up to 45.5 µM), for inactives: top-dose activity change, negative = inhibition, most hits filed as inhibitors; AID 624170; GLS enzymatic activity, qHTS titration; actives 0.21% (n = 410,000); note: potency is the fitted concentration of half-maximal effect; % is set by controls: 0 for no effect and ±100 for the full control effect
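hKGA; 45 mM KH2PO4 pH 8.2 + 0.02% Tween-20; cpd via pin tool; 1 mM Gln soln; GluOx/HRP/Amplex Red; RT 30 min; fluor. t0 & final.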
BAZ2B inh = BAZ2B (human) inhibition | Q9UIF8 | AlphaScreen BAZ2B-H3K14Ac peptide displacement | Potency, µM (series often up to 114 µM), inactives show top-dose activity change, negative = inhibition, usual class: inhibitors | actives 4.4% (n = 360,000); note: potency is the fitted concentration of half-maximal effect; % is set by controls: 0 for no effect and ±100 for the full control effect; nearly all actives have a fitted effect of over 60% in size
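Protein-peptide AlphaScreen: BAZ2B 50 nM, b-H3K14Ac 50 nM, 1x PBS pH 7.4 + 0.01% Tween-20. Preincubation 30 min RT; cpd 30 min RT (top 110 uM); beads 20 min RT, light-protected.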
HP1b binding inh = blocks HP1-beta chromodomain binding to methylated histone tails | P83916 | AlphaScreen HP1-beta / biotin-H3K9me3 peptide binding | Potency, µM (titrated, usually from 114 µM), inactives show at the top dose activity change, negative = inhibition, hits mostly inhibitors | actives 0.56% (n = 390,000); note: potency is the fitted concentration of half-maximal effect; nearly all actives have a fitted effect of over 70% in size; inactives centre near 23
Target sequence (P83916 whole entry, looked up): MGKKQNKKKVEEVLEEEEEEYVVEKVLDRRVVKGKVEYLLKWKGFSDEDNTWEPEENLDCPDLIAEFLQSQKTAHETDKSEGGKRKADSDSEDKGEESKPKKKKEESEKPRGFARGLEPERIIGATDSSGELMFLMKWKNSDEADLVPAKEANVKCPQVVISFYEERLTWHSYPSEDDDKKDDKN
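HP1-beta protein (50 nM final) preincubated 30 min at room temperature with biotinylated H3(1-18)K9me3 peptide (50 nM) in PBS pH 7.4, 0.01% Tween-20, then compound added for 30 min. AlphaScreen streptavidin donor/nickel chelate acceptor beads (10 ug/mL final), 30 min dark, luminescence read.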
An asterisk follows results filed as active; i = inactive; ? = inconclusive; . = not tested or not shown; & = joins results of further samples; [ ] = remark or other dose. Unless noted, calls come from the whole dose curve; as a rule, active = well fitted curve in the direction sought with a large enough effect; inconclusive = small, poorly fitted or top-dose-only effect, or another doubt; inactive = no such curve, though single readings can be large; an effect the other way counts as inactive or inconclusive. These rows are one share of the data; rates above refer to the full screens.

item | Compound | 12-LOX inh | PI4K2A inh | G9a block | RGS4 inhibitor | ERG-DNA inh
1 | CC(=O)c1nnn(-c2nc(N)nc(N(c3ccccc3)c3ccccc3)n2)c1C | -13% | -1 | 44%[12.7 µM] | -11% | -10%
2 | CCOC(=O)C1=C(C)Nc2nc3ccccc3n2C1c1ccccc1 (stereo unspecified) | 15% | -7 | 0% | 14% | -4%
3 | COC(=O)c1ccc2nc(C(F)(F)F)[nH]c2c1 | 0% | 12 | -46% | 8% | 3%
4 | CC1=C(C)CC(C(=O)N2CCN(Cc3ccc4c(c3)OCO4)CC2)C(C(=O)O)C1 (stereo unspecified) | -11% | -1 | -2% | 0% | -2%
5 | COc1ccc(OC)c(/C=N/NC(=O)CNC(=O)c2ccc(S(=O)(=O)N3CCOCC3)cc2)c1 | 5% | -4 | 14%[59 µM] | -5% | -3%
6 | CCOC(=O)N1CCN(C(=O)Nc2ccc3nc(C)c(C)nc3c2)CC1 | -11% | 2 | -8%[59 µM] | -21% | 3%
7 | CS(=O)(=O)N(CC(=O)Nc1ccc(S(=O)(=O)N2CCOCC2)cc1)c1cccc(F)c1 | -39%&-2% | 1 | 1%[0.501 µM] | 21% | 7%
8 | N#CC(c1ccccc1)c1ccc(C(=O)c2ccc(F)cc2)cc1 (stereo unspecified) | i | -7 | 21% | 33% | -1%
9 | CCN1CCN(c2ncnc3scc(-c4ccc(C)c(C)c4)c23)CC1 | -10% | 4 | 1% | -2% | 11%
10 | Cc1ccc(Cn2c(=O)n(CCCC(=O)NCc3ccccc3Cl)c(=O)c3ccccc32)cc1 | -16% | -4 | 35%[59 µM] | 8% | -1%
11 | O=C(CCC(=O)N1CCN(S(=O)(=O)c2ccc([N+](=O)[O-])cc2)CC1)N1CCOCC1 | -20% | 1 | . | -30% | 9%
12 | O=[N+]([O-])c1ccc(O)c(C=NNc2ccc(S(=O)(=O)O)cc2)c1 | ? | -6 | . | ? | -3%
13 | CCC(C)Sc1ccc([C@@H]2[C@@H]3C(=O)N(C)C(=O)[C@@H]3[C@]3(C(=O)OC)CCCCN23)cc1 (stereo partly specified) | 7% | 3 | -4%[2.33 µM] | 3% | -14%
14 | N#CC1(NC(=O)CSc2nc3ccccc3o2)CCCCC1 | -1%&5% | -2 | . | 19% | 3%
15 | Cc1cc2n(n1)SC(Nc1ccc(F)cc1)N2 (stereo unspecified) | ? | -1 | 1.4µM* | -17% | 0%

item | JMJD2A Tudor | GLS inh | BAZ2B inh | HP1b binding inh
1 | -18% | -1% | 5% | 24%
2 | -11% | -12% | ? | 33%[activator]
3 | -4% | 0% | 7% | 15%
4 | -21% | 5% | -14% | -11%
5 | -2% | -15% | -28% | 34%
6 | -9% | 0% | . | 12%
7 | -20% | 5% | -1% | 13%
8 | 48%[activator] | 3% | 40%[activator] | 92%[activator]
9 | -16% | -4% | -15% | 7%
10 | -22% | -1% | 33%[activator] | 65%[activator]
11 | -7% | 1% | . | 22%
12 | 79µM* | 98%[activator] | . | -7%[57 µM]
13 | -2% | -6% | -7% | 39%
14 | -1% | 1% | . | 31%
15 | 20µM* | 12% | 2% | -12%

(list continues)
item | Compound | 12-LOX inh | PI4K2A inh | G9a block | RGS4 inhibitor | ERG-DNA inh
16 | CCCOc1ccc(Cn2c(=O)oc3ccc(C)cc32)cc1 | 53%[activator] | 8 | 139%[activator] | 13% | -6%
17 | Clc1ccc(CN2C3=NCCN3c3ccccc32)cc1Cl | ? | -5 | 8% | -19% | -2%
18 | COc1ccccc1NC(=O)c1cc(=O)[nH]c2ccccc12 | ? | -5 | . | -36% | -2%
19 | O=C(N/N=C/C=C/c1cccc([N+](=O)[O-])c1)C(O)c1ccccc1 (stereo unspecified) | 5% | 9 | 20%[0.501 µM] | 20% | -1%
20 | CCN(CC)CCCN1C(=O)C(O)=C(C(=O)c2ccco2)C1c1ccc(C)o1 (stereo unspecified) | ? | -2 | . | -17% | 4%
21 | COc1ccc2ccccc2c1CN1CCN(Cc2ccccc2)CC1 | -21% | -3 | ? | 13% | .
22 | COc1ccc(Nc2ccc(N3C(=O)CC(C)C3=O)cc2[N+](=O)[O-])cn1 (stereo unspecified) | 5% | 2 | ? | 5% | 9%
23 | Cc1cc(C)c(-c2cc(NC(=O)CSc3n[nH]c(N)n3)n(-c3ccccc3)n2)cc1C | 1% | 3 | 18%[12.7 µM] | -31% | 0%
24 | Cc1ccc(NC(=O)COC(=O)/C=C/c2cccs2)c(C)c1 | 9% | -3 | 27%[59 µM] | -15% | 4%
25 | CCOC(=O)C1(Cc2cccc(Cl)c2)CCCN(C2CCN(C(C)=O)CC2)C1 (stereo unspecified) | 23% | 2 | 6%[59 µM] | -6% | 5%
26 | COc1ccc(NC(=O)COc2ccccc2C#N)c(S(=O)(=O)N2CCCCC2)c1 | 9% | -1 | 27%[59 µM] | -2% | -8%
27 | Cc1nc(CCNC(=O)CC2C(=O)NCCN2Cc2ccc(F)cc2)sc1C (stereo unspecified) | -5% | -3 | 56µM* | -2% | -6%
28 | O=[N+]([O-])C(=C1Nc2ccccc2N1)/C(Cl)=C(/Cl)Br | ? | -17 | 7.9µM* | ? | 1%
29 | Cc1onc(-c2ccccc2Cl)c1C(=O)Nc1cnn(Cc2ccccc2)c1 | 0% | 5 | ? | 7% | 5%
30 | Cc1cccc(N2CCN(C(=O)CNC(=O)C3CCCCC3)CC2)c1C | -16% | -5 | -37% | 6% | -2%

item | JMJD2A Tudor | GLS inh | BAZ2B inh | HP1b binding inh
16 | 30% | 10% | 28% | 42%[activator][57 µM]
17 | -11% | 7% | 11% | 13%
18 | -10% | -9% | -6% | 21%
19 | -2% | 0% | -2% | 33%
20 | ? | 9% | . | 16%
21 | -33% | 12% | ? | -4%
22 | -23% | -11% | -22% | -1%
23 | -19% | 16% | -4% | 26%
24 | 2% | 8% | 10% | 33%
25 | -11% | -1% | -25% | 22%
26 | -17% | -1% | 14% | 4%
27 | -16% | 0% | -2% | 25%
28 | 18µM* | -7% | ? | ?
29 | -6% | 1% | 3% | 17%
30 | -3% | 14% | -8% | 18%

The results go on:
item | Compound | 12-LOX inh | PI4K2A inh | G9a block | RGS4 inhibitor | ERG-DNA inh
31 | Cc1ccc(N2CCN(c3cc(C)nc4nc(C)nn34)CC2)c(C)c1 | 14% | -4 | ? | -6% | -5%
32 | CN1CCN(C(CNC(=O)C(=O)NC2CCCC2)c2ccc(F)cc2)CC1 (stereo unspecified) | 0% | 3 | ? | -7% | -14%
33 | CC1CCC(C(C)C)C(OCC(O)CN2CCN(Cc3ccccc3)CC2)C1 (stereo unspecified) | -16% | -4 | -3%[12.7 µM] | 20% | 0%
34 | O=C(Nc1ccccc1C(=O)O)c1cc(S(=O)(=O)N2CCCCC2)c(Cl)cc1Cl | ? | -3 | -2%[12.7 µM] | -32% | -8%
35 | CCOC(=O)c1c(C)[nH]c(C(=O)NCCc2ccc(OC)c(OC)c2)c1C | -15% | 0 | -2% | 2% | -3%
36 | O=C(CCNS(=O)(=O)c1ccc2ccccc2c1)NCCOc1ccccc1 | 8% | -6 | -26% | -16% | -11%
37 | CCCCn1c(N)c(N(CC(C)C)C(=O)C2=NN(c3ccccc3)C(=O)CC2)c(=O)[nH]c1=O | 368%[activator] | 4 | ? | 1% | 29%
38 | O=C(Nc1ccccc1N1CCOCC1)c1cc(Cl)c2c(c1)OCO2 | 4% | 1 | 9%[12.7 µM] | -45% | 4%
39 | Cc1cccc(NC(=O)Nc2cc(C)cc(C)n2)c1 | -5% | -4 | 1% | 14% | -9%
40 | Cc1ccc(N2C(=O)NC(C(F)(F)F)(C(F)(F)F)C3=C2CC(C)(C)CC3=O)cc1 | 17% | 5 | 12%[59 µM] | 14% | 8%
41 | CC(=O)Nc1nonc1-c1nnc(SCC(=O)Nc2ccccc2Cl)n1C | ? | 1 | 5%[59 µM] | -16% | -2%

item | JMJD2A Tudor | GLS inh | BAZ2B inh | HP1b binding inh
31 | -16% | 4% | -3% | 7%
32 | -1% | 10% | -3% | 18%
33 | ? | 3% | ? | -4%
34 | -6% | 7% | 18% | 6%
35 | -21% | 5% | -21% | -8%
36 | -3% | ? | 2% | 9%
37 | 2% | -14% | 9% | 31%[activator]
38 | -10% | 8% | -5% | 4%
39 | -9% | -4% | ? | 38%
40 | -15% | 0% | ? | 31%
41 | -11% | 4% | 2% | 8%

Profiles from above. Screens in order: 12-LOX inh	PI4K2A inh	G9a block	RGS4 inhibitor	ERG-DNA inh	JMJD2A Tudor	GLS inh	BAZ2B inh	HP1b binding inh
Listed for CN1CCN(C(CNC(=O)C(=O)NC2CCCC2)c2ccc(F)cc2)CC1 (stereo unspecified) : 0%	3	?	-7%	-14%	-1%	10%	-3%	18%
Listed for Cc1ccc(N2C(=O)NC(C(F)(F)F)(C(F)(F)F)C3=C2CC(C)(C)CC3=O)cc1 : 17%	5	12%[59 µM]	14%	8%	-15%	0%	?	31%
Listed for O=C(Nc1ccccc1C(=O)O)c1cc(S(=O)(=O)N2CCCCC2)c(Cl)cc1Cl : ?	-3	-2%[12.7 µM]	-32%	-8%	-6%	7%	18%	6%
